Source: PubChem (several laboratories)
HTR5A inv ctr – inverse agonist of human HTR5A in OPRM1-OPRD1 counter-screen | HTR5A cell line, luminescence, inverse agonism | inhibition, % at 9.3 µM | 0.083% of 340,000 active; in the data active means inhibition mostly above about 23%, no sharp cut-off; inactive means mostly below about 18%;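 further: 0% = cells with DMSO and 100% = no-cell wells with DMSO; some compounds called inactive have numbers as strong as hits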
Target sequence (P47898 whole entry, looked up): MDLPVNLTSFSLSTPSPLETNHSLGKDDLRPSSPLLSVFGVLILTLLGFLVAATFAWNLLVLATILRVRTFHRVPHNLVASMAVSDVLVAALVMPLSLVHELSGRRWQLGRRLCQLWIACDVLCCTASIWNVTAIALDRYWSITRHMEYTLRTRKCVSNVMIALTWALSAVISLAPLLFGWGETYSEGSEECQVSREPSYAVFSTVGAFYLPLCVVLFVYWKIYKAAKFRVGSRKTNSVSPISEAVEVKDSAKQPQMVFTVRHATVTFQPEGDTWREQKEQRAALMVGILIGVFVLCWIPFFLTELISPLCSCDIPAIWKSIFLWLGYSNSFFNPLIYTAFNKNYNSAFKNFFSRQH
C-LANA FP – blocks KSHV LANA C-terminal domain binding to DNA; MBP-C-LANA/FAM-LBS DNA binding, fluorescence polarization; inhibition, % at 9 µM; 0.078% of 340,000 active;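 active means highest replicate inhibition at or above 60% at 9 µM, even if other replicates fall short; inactive means all replicates below 60% inhibition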;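 further: 0% = neutral control wells and 100% = 4 µM acridine orange control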
V-ATPase pHluor – yeast V-ATPase proton transport regulation by pHLuorin; AID 504577; 0.37% of 350,000 active; response, % at 10 µM; S. cerevisiae, pHLuorin cytosolic pH fluorescence; in the data active means response mostly above about 7.3%, no sharp cut-off; inactive means mostly below about 5.4%; further: actives read high; inactives centre near 0; some compounds called inactive have numbers as strong as hits; reference of the scale not given here
OPRM1-OPRD1 inv – inverse agonist of human OPRM1-OPRD1 heterodimerization; 0.21% of 340,000 active; AID 504357; inhibition, % at 9.3 µM; cell-based MOR-DOR heterodimer luminescence, inverse agonism; P35372+P41143; in the data active means inhibition above about 22%, passing the limit was not always enough;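 further: 0% = cells with DMSO and 100% = wells without cells with DMSO; values of inactives mirror those of a sister screen read the other way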
Cardiac RTF inh – cardiac RTF calcium desensitization; P19429+P45379; IANBD-labeled cardiac RTF, Ca2+ fluorescence; inhibition, % at 7.15 µM; 0.12% of 340,000 active; AID 493244;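 active means inhibition above the mean inhibition of all tested compounds plus 3 SD, cut at about 17% in these data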;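 further: assay run at fixed EC70 calcium of 1.6 mM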
CAL PDZ FP – CAL PDZ (human) peptide binding inhibition; purified CAL PDZ, TMR-peptide fluorescence polarization, 1 h; inhibition, % at 24.9 µM; 0.92% of 300,000 active;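 active means mean inhibition of at least 30% with at least half of replicates also reaching 30%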;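 further: 0% = DMSO neutral control and 100% = excess unlabeled competitor peptide PRC23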
OPRM1-OPRD1 ag – OPRM1-OPRD1 heterodimerization agonism. P35372+P41143. cells, luminescence. activation, % at 9.3 µM. 0.3% of 340,000 active; in the data active means activation above about 18%;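 further: 0% = vehicle-treated cells and 100% = reference agonist; values of inactives mirror those of a sister screen read the other way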
HTR5A ag ctr – activates human HTR5A in OPRM1-OPRD1 agonist counter-screen; 0.61% of 340,000 active; activation, % at 9.3 µM; HTR5A agonist assay, luminescence, cell-based; P47898; AID 504692; in the data active means activation mostly above about 9.5%, no sharp cut-off; inactive means mostly below about 7.6%;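 further: 0% = cells with vehicle only and 100% = reference agonist; strong numbers were not always called active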
Keap1-Nrf2 PPI – Keap1-Nrf2 (human) interaction inhibition. Q14145. Keap1 Kelch-Nrf2 peptide fluorescence polarization, 1536-well. inhibition, % at 9.4 µM. 0.15% of 340,000 active; in the data active means inhibition above about 12%;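 further: human Keap1 Kelch domain with fluorescein labeled Nrf2 9mer peptide probe; 0% = neutral control wells and 100% = peptide positive control; higher means more block of Keap1 binding to Nrf2 peptide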
Target sequence (Q14145 whole entry, looked up, the tested form may be a part): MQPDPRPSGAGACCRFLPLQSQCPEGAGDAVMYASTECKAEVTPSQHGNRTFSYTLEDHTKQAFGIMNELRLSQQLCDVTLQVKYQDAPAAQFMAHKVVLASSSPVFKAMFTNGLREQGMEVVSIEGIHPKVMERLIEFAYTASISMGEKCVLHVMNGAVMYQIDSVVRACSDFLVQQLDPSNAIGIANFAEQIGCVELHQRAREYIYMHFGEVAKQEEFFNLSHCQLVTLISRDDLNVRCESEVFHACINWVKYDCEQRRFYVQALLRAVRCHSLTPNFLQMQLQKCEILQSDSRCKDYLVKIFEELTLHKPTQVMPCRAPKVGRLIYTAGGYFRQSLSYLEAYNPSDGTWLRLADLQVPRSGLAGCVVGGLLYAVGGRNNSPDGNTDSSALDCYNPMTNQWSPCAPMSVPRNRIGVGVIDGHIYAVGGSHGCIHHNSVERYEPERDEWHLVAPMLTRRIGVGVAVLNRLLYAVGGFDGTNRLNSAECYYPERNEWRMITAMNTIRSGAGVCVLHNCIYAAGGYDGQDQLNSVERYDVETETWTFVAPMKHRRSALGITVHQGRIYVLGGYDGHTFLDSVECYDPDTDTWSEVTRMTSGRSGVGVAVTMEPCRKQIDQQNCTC
cardiac RTF act – cardiac RTF calcium sensitization; IANBD-labeled TnC RTF fluorescence at EC20 calcium; 0% EC20 calcium, 100% full calcium; activation, % at 7.2 µM; 0.24% of 340,000 active; AID 493008;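 active means activation above the mean over all tested compounds plus 3 SD, cut at about 30% in these data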;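 further: rise in fluorescence read as greater calcium sensitivity of cardiac thin filaments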
* = called active by the depositor; · = no result given.

SMILES	HTR5A inv ctr	C-LANA FP	V-ATPase pHluor	OPRM1-OPRD1 inv	Cardiac RTF inh	CAL PDZ FP	OPRM1-OPRD1 ag	HTR5A ag ctr	Keap1-Nrf2 PPI	cardiac RTF act
O=C(CN1CCC(O)(c2ccc(F)cc2)CC1)NCc1ccc(F)cc1	-13.1	0.8	-0.1	-6.1	-1.6	-1.0	1.1	-0.4	-3.3	8.4
CCc1nnc(NC(=O)CSc2nnc(C3CCCCC3)n2-c2cccc(Cl)c2)s1	-25.6	0.1	1.4	-14.2	1.6	-3.2	2.6	-1.1	-2.3	9.6
CCn1c(SCC(=O)NCC2CCCO2)nc2cc(S(=O)(=O)N3CCCCC3)ccc21 (configuration not stated)	16.1	0.3	-2.0	10.1	3.2	1.4	-1.9	-0.1	0.0	0.7
C/C(=N\NC(=O)Cc1ccc(Cl)cc1)c1ccc(F)cc1	6.0	-2.1	1.2	0.5	-5.2	-0.2	-0.1	10.7	2.9	-6.0
CCCCC(=O)Nc1ncc(Br)s1	3.1	-0.4	·	-8.1	-13.4	·	1.4	-0.9	-0.7	7.7
COc1ccc(S(=O)(=O)N2CCC(C(=O)NC3CC(C)(C)NC(C)(C)C3)CC2)cc1	2.8	-0.9	-0.6	10.6	-6.5	-10.7	-2.1	6.5	-3.6	-4.0
CC(=O)N1CCN(CC(O)COc2ccc(Br)cc2)CC1 (configuration not stated)	15.3	0.3	-1.1	11.0	-10.3	-6.3	-2.3	-4.5	2.0	-7.3
COc1ccccc1NC(=S)NC(=O)CC(C)C	-15.4	-0.9	0.0	1.8	-3.0	-0.9	-0.4	6.4	-4.0	-0.9
NC(=O)c1ccsc1NC(=O)c1nc(-c2ccccc2)n(-c2ccccc2)n1	17.1	4.2	4.2	4.8	-8.4	-6.1	-0.8	1.9	-0.7	-7.6
O=C(NCC1CCCN1S(=O)(=O)c1cccs1)c1ccc(Cl)cc1 (configuration not stated)	13.9	0.6	-1.1	1.1	-2.6	·	-0.2	-5.3	-7.3	-8.9
Cc1cccc(NC(=O)CCCc2ccccc2)c1	-5.7	-1.4	-4.5	7.9	-2.5	-5.6	-1.4	-1.6	-3.1	0.3
CC(CC(=O)NCCc1ccc(S(N)(=O)=O)cc1)c1ccccc1 (configuration not stated)	-36.6	-1.6	-1.8	15.2	3.1	6.7	-3.1	9.7	-5.7	-2.8
O=C(NCc1ccccc1)C(c1cccnc1)N(C(=O)c1ccccn1)c1cccc(F)c1 (configuration not stated)	-8.2	-1.2	0.7	5.7	0.2	1.5	-0.9	-3.6	-1.8	-1.9
COc1ccc(CNC(=O)CN2C(=O)NC(C)(c3cccc(Br)c3)C2=O)cc1 (configuration not stated)	1.4	0.3	-1.0	9.0	-0.7	-7.3	-2.0	-0.4	0.6	-2.3
CCOC(=O)CSc1nc2ccccc2n2cnnc12	24.6	-0.6	-0.1	11.8	-9.3	0.3	-2.6	-0.9	-6.7	3.8

Brought forward from above: five compounds; new compounds follow.
SMILES	HTR5A inv ctr	C-LANA FP	V-ATPase pHluor	OPRM1-OPRD1 inv	Cardiac RTF inh	CAL PDZ FP	OPRM1-OPRD1 ag	HTR5A ag ctr	Keap1-Nrf2 PPI	cardiac RTF act
Cc1cccc(NC(=O)CCCc2ccccc2)c1	-5.7	-1.4	-4.5	7.9	-2.5	-5.6	-1.4	-1.6	-3.1	0.3
CC(CC(=O)NCCc1ccc(S(N)(=O)=O)cc1)c1ccccc1 (configuration not stated)	-36.6	-1.6	-1.8	15.2	3.1	6.7	-3.1	9.7	-5.7	-2.8
O=C(NCc1ccccc1)C(c1cccnc1)N(C(=O)c1ccccn1)c1cccc(F)c1 (configuration not stated)	-8.2	-1.2	0.7	5.7	0.2	1.5	-0.9	-3.6	-1.8	-1.9
COc1ccc(CNC(=O)CN2C(=O)NC(C)(c3cccc(Br)c3)C2=O)cc1 (configuration not stated)	1.4	0.3	-1.0	9.0	-0.7	-7.3	-2.0	-0.4	0.6	-2.3
CCOC(=O)CSc1nc2ccccc2n2cnnc12	24.6	-0.6	-0.1	11.8	-9.3	0.3	-2.6	-0.9	-6.7	3.8
COc1ccccc1/C=C/C(=O)OCCN1CCOCC1	-2.4	-0.1	1.8	15.7	6.0	0.4	-3.5	-1.7	-2.0	2.8
CC(=O)Nc1ccc(NC(=O)N(c2ccccc2)c2ccccc2)cc1	2.8	-1.6	3.2	14.6	-7.3	-6.3	-2.8	-0.7	-2.8	-0.3
O=C(NNC(=O)C1CCCCC1)c1cnccn1	-6.6	1.4	-1.8	14.8	-9.3	-0.1	-2.7	-0.2	5.0	-4.3
O=C(NCCNC(=O)c1ccccc1F)c1ccccn1	9.5	0.7	-0.9	10.9	-10.4	-3.6	-1.7	-3.3	-2.9	-0.9
Cc1cccc(CCNC(=O)C2CCN(S(=O)(=O)N3CCOCC3)CC2)c1	-5.9	-1.6	5.4	16.5	-1.8	2.9	-3.2	5.3	1.2	-6.4
Cc1ccc(CN2CCN(Cc3ccon3)CC2CCO)cc1 (configuration not stated)	·	-0.3	2.2	·	·	7.8	·	·	-4.9	·
O=C(Cc1ccc([N+](=O)[O-])cc1)Nc1ccc2c(c1)OCO2	14.7	-1.1	1.5	20.4	10.6	-2.3	-4.3	-0.7	-1.4	-8.6
O=[N+]([O-])c1ccc(Oc2ccc(S(=O)(=O)N3CCOCC3)cn2)cc1	-4.6	1.3	-0.8	3.9	5.6	-4.5	-0.6	1.8	3.7	2.1
COc1ccc(CCNC(=O)C2CCN(C(=O)c3cccs3)CC2)cc1	-7.5	-0.6	0.1	8.9	1.6	24.8	-1.7	2.6	-5.2	0.5
CCC(=O)Nc1nnc(S(=O)(=O)N(C)c2ccccc2)s1	-2.2	-0.3	0.0	-9.3	-1.0	0.2	2.0	0.6	-9.0	1.8
CCOc1ccc(OCc2ccc(C(=O)N3CCCC(C)C3)cc2)cc1 (configuration not stated)	-5.7	0.1	5.3	-25.8	0.2	-4.0	5.5	1.1	-8.7	4.2
CC1=C(C(=O)OCc2ccccc2)C(c2ccc(-c3ccccc3)cc2)NC(=O)N1CCCCCC(=O)O (configuration not stated)	-42.3	3.2	-3.6	9.1	3.5	-5.5	-2.0	0.1	3.0	-3.8
COc1cc(NC(=S)N2CCN(c3ccccn3)CC2)c(OC)cc1Cl	-22.6	-0.6	-4.2	-5.3	-1.0	1.8	1.1	6.7	2.3	9.3
COc1ccc2c(c1)sc(=NC(=O)CS(=O)(=O)c1ccc(F)cc1)n2C	-2.4	-0.6	5.5	7.4	-6.7	-3.7	-1.2	0.9	4.6	-6.1
Cc1nc2cc(C(=O)OCC(=O)NC(C)C(C)C)ccc2n1-c1ccccc1 (configuration not stated)	14.2	0.5	1.6	17.0	-0.2	-0.8	-3.2	-1.1	1.7	-8.2
Cn1c(-c2ccc(F)cc2)cnc1SCC(=O)NCc1ccco1	-9.7	-0.5	0.7	3.5	-1.0	14.2	-0.6	0.7	0.7	4.4
O=C(COC(=O)CCC1CCCC1)Nc1nc2c(F)c(F)c(F)cc2s1	2.5	0.7	0.3	1.4	-13.6	0.3	-0.2	-0.9	-3.2	-1.7
O=C(CCS(=O)(=O)c1cc(Br)cc2c1N(C(=O)C1CC1)CC2)NCc1ccco1	18.6	-0.7	-1.3	22.5	-5.7	1.4	-5.4	8.4	-15.6	6.1
COc1cc(OC)cc(-n2nnnc2SCC(=O)NCc2ccc3c(c2)OCO3)c1	-0.3	0.0	-2.5	-4.2	-7.2	-1.1	0.7	-3.8	-0.6	9.8
COc1cc(CC(=O)Nc2nc(-c3ccc(F)c(F)c3)cs2)cc(OC)c1OC	-28.6	-1.5	-1.8	-1.9	-14.0	-4.6	0.4	10.7	1.9	-9.5
Cc1nc2ncnn2c(N2CCN(c3cccc(C(F)(F)F)c3)CC2)c1C	-12.5	-1.3	-2.9	-0.3	-4.4	·	0.1	0.6	-4.8	0.3
CC(NC(=O)C(=O)NN=C1CCC(C(C)(C)C)CC1)c1ccccc1 (configuration not stated)	0.0	-1.5	0.7	-9.7	-7.3	0.5	1.8	0.8	-0.3	0.6
O=C(CN1CCCCC1)Nc1ccccc1NC(=O)CN1CCCCC1	-2.4	0.5	-0.8	-3.8	5.1	-3.9	0.7	3.0	3.1	-1.7
CC(C)Nc1nc(SCC(=O)Nc2ccccc2)nc(N2CCOCC2)n1	9.3	-2.5	-2.3	6.5	-2.2	-8.6	-1.1	-3.2	-1.1	1.4
Cc1cccc(N(C(=O)c2csnn2)C(C(=O)NC(C)(C)C)c2ccncc2)c1 (configuration not stated)	15.0	0.1	-0.7	-8.6	0.4	-3.2	1.5	-0.4	0.2	5.0
CC(C)NC(=O)c1ccc2c(c1)N(Cc1ccccc1)C(=O)C(C)(C)O2	-3.6	7.9	-2.9	17.9	-0.8	0.8	-3.6	1.0	0.3	2.3
O=C(/C=C/c1ccccc1)N(Cc1cccc(Cl)c1)C1CCS(=O)(=O)C1 (configuration not stated)	-2.9	-0.7	5.7	0.6	-4.2	-1.5	-0.1	2.6	-5.1	4.1
Cc1nnc(Sc2nc3c(c(=O)n(C)c(=O)n3C)n2Cc2ccc(Cl)cc2)s1	-3.8	0.2	-3.7	13.5	2.1	0.1	-2.0	-1.6	-1.5	-3.3
Cc1c2c(n3c(nc4ccccc43)c1C#N)N(CCN(C)C)CC2	0.5	1.4	-65.6	11.4	-6.7	2.4	-2.5	-0.2	-4.7	3.6
CCOc1ccc(C(=O)NCC(=O)N2CCN(C/C=C/c3ccccc3)CC2)cc1OCC	-14.1	-0.3	-2.5	3.9	-5.8	-1.7	-0.7	5.6	8.1	0.9
COC(=O)Cn1c(C(F)(F)F)nc2ccccc21	-5.6	-1.1	-3.5	10.2	0.6	-3.3	-2.0	-0.3	0.8	-2.9
Cc1ccc(/C=C/C(=O)OCC(=O)Nc2cccc(S(=O)(=O)N(C)C)c2)o1	4.0	0.7	-1.4	13.4	-12.7	-2.9	-2.6	0.8	1.2	-3.4
C[n+]1cccc(/C=N/NC(=O)CC23CC4CC(CC(C4)C2)C3)c1	-29.2	-1.4	-3.7	8.5	-3.0	-0.4	-1.6	6.2	1.5	-1.0
CC(C)(C)c1csc(NC(=O)c2ccc(Br)o2)n1	-6.6	0.1	-3.5	-49.0	2.4	-2.5	9.5	1.8	-1.9	-1.8
Oc1ccc(Br)cc1/C=N/NC(=S)NCCc1ccccc1	-3.6	0.9	-0.1	-61.3	11.0	-0.2	11.0	1.5	-1.6	-3.3
CNS(=O)(=O)c1ccc(NC(=O)c2ccccn2)cc1	-28.7	1.1	3.6	3.0	-1.0	0.3	-0.6	-1.5	-6.3	5.7
CCOC(=O)c1c(NC(=O)COC(=O)c2nccnc2N)sc(C(=O)N(C)C)c1C	3.1	0.9	-0.1	6.4	1.3	-0.1	-1.0	-1.1	-3.7	5.3
C=CCN1CC(O)=C(c2ccccc2)C1=N	12.8	-0.2	-1.4	22.3	-3.5	-1.1	-4.0	-1.8	-1.4	-1.9
O=C(O)C1CCCCN1S(=O)(=O)c1cccc2nsnc12 (configuration not stated)	14.5	-0.6	-0.7	-4.5	-14.9	-6.0	0.7	2.6	-5.0	1.3
